Vif-A3G inh – blocks the Vif interaction with human APOBEC3G. 410,000 compounds, 0.076% hits. HeLa A3G-eYFP + Vif (tagged APOBEC3G with the HIV-1 protein that degrades it), YFP fluorescence, overnight. AID 602310. Q9HC16. Potency, µM (highest dose often 46.1 µM), for inactives: at the top dose activity, negative = active, hits mostly inhibitors;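 further: potency means the concentration at half of the fitted maximal effect; on the % scale 0 is the no-effect control and ±100 the full control effect; nearly all actives have a fitted effect of over 60% in size; hits raise eYFP signal because A3G escapes Vif-driven loss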
Target sequence (Q9HC16 whole entry, looked up): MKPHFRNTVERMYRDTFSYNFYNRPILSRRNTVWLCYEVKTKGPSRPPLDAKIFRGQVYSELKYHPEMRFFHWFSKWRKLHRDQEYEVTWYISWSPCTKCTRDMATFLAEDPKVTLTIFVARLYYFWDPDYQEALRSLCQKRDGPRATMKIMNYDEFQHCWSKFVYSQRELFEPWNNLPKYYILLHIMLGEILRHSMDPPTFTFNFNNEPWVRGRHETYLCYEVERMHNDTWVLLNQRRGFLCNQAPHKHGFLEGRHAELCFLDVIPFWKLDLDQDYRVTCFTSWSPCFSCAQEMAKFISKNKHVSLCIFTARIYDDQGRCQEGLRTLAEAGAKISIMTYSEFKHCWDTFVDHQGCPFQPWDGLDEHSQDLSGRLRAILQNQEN
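HeLa cells stably expressing Vif and C-terminally eYFP-tagged A3G, seeded overnight at 37 deg C, then exposed to compound by pintool overnight at 37 deg C. Rise in yellow fluorescence (Ex 488/Em 500-530, Acumen) marks blocked Vif-driven A3G degradation.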
LDHA inh – LDHA (human) enzyme inhibition; purified LDHA, NADH/diaphorase-resazurin fluorescence; hits give low values; activity change, % (values are at about 110 or 230 µM); 480,000 compounds, 0.15% hits; AID 1347041; in the data active means activity change below about -30%; inconclusive means mostly about -25% to -30%;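 further: plate controls were DMSO wells for no effect and wells without enzyme for full effect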
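Resorufin fluorescence (ex540/em590), read at 0 and 20 min after diaphorase/resazurin addition, reports the NADH left after a 5 min room-temperature reaction of 2 nM human LDH5 with 0.06 mM NADH and 0.2 mM pyruvate.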
Glioma ERSR ind – inducers of ER stress response in human glioma cells; 420,000 compounds, 0.02% hits; AID 602332; U87-MG GRP78 promoter luciferase reporter, 16 h; Potency, µM, for inactives: at the highest dose activation, actives largely listed as activators; further: potency means the concentration at half of the fitted maximal effect; series mostly up to about 76 µM; % of control where 0% means no effect; nearly all actives have a fitted effect of over 35% in size
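Stably transfected U87-MG human glioma cells carrying a GRP78-based luminescent sensor were seeded at 1000 cells/well, pin-dosed with compounds and incubated 16 h. Luciferase reagent was then added, and end-point luminescence was read after 10 min at room temperature.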
ALOX12 inh – ALOX12 (human) lipoxygenase inhibition; 580,000 compounds, 1.1% hits; P18054; Potency, µM (series often up to 108 µM), for the others: top-dose activity change, negative = inhibition, usual class: inhibitors; purified 12hLO, xylenol orange hydroperoxide absorbance; further: potency means the concentration at half of the fitted maximal effect; on the % scale 0 is the no-effect control and ±100 the full control effect
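Hydroperoxide product was detected by ferrous iron/xylenol orange as the 573 to 405 nm absorbance ratio. Arachidonic acid at 40 uM (final) was turned over for 30 min at room temperature by 150 nM human 12hLO, pH 7.0 Hepes buffer, after 15 min compound preincubation.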
Vif-A3F inh – Vif-A3F binding inhibition; HeLa A3F-eYFP + Vif (tagged APOBEC3F with the HIV-1 protein that degrades it), YFP fluorescence increase; 390,000 compounds, 0.2% hits; Potency, µM (doses to about 46.1 µM), without a hit: at the highest dose activity, negative = active; further: potency means the concentration at half of the fitted maximal effect; % of control where 0% means no effect; nearly all actives have a fitted effect of over 65% in size
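HeLa cells stably expressing Vif plus C-terminally eYFP-tagged A3F were seeded, incubated overnight at 37 deg C, dosed with compound, incubated overnight again at 37 deg C. Yellow fluorescence (Ex 488/Em 500-530) reported blocked Vif-mediated A3F-eYFP degradation.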
D2 antag – antagonists of human D2 dopamine receptor; AID 485344; inhibition, % at 10 µM; HEK293 TREx D2 cells, calcium flux, dopamine EC80; P14416; 340,000 compounds, 2% hits; in the data active means inhibition above about 30%; further: 0% is about no effect
Target sequence (P14416 whole entry, looked up): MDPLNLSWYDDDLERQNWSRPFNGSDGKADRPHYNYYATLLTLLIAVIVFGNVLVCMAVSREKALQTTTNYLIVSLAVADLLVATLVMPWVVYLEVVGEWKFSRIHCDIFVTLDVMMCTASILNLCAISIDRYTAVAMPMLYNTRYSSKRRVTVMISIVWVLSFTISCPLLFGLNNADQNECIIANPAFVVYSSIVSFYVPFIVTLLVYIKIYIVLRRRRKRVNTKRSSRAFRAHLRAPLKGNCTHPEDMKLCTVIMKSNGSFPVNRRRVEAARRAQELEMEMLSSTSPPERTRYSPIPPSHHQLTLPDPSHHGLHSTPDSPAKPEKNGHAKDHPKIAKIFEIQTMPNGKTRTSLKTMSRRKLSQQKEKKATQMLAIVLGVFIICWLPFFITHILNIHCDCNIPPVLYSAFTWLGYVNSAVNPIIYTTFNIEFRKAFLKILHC
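Read-out: kinetic calcium fluorescence (1 cycle/s) in inducible HEK293 T-REx D2 cells after an EC80 dopamine addition that followed 180 s compound preincubation. Loss of the dopamine response indicates antagonism.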
RGS4 inhibitor – inhibitors of human regulator of G protein signaling 4; P49798; 390,000 compounds, 0.039% hits; Transcreener GDP fluorescence polarization, RGS4-accelerated GTP hydrolysis; Potency, µM (series often up to 114 µM), for inactives: top-dose activity change, negative = inhibition, most hits filed as inhibitors; further: potency means the concentration at half of the fitted maximal effect; on the % scale 0 is the no-effect control and ±100 the full control effect; nearly all actives have a fitted effect of over 75% in size; some results filed as inactive show a strong effect at the top dose
Target sequence (P49798 whole entry, looked up): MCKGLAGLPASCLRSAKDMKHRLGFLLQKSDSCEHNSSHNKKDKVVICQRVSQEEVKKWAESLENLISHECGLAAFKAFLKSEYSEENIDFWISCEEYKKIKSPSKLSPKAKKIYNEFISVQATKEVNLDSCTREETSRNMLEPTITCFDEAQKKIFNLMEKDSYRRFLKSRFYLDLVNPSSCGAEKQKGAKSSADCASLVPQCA
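MLSMR compounds (23 nl, pin-transferred) preincubated 10 min at room temperature with a 500nM (2x) first reagent, then RGS4 at 900nM (2x) plus Transcreener GDP mix added; fluorescence polarization (620/688 nm) read before and after 90 min at 30 °C.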
ERG-DNA inh – ERG Ets/DNA interaction inhibition; P11308; fluorescence polarization, His-ERG Ets domain / labelled DNA; AID 624246; 370,000 compounds, 0.028% hits; Potency, µM (top dose mostly 76.9 µM), inactives show at the top dose FP activity, negative = inhibition, most hits filed as inhibitors; active means well fitted inhibition curve with a large enough effect in the polarisation, with a control signal flat; inconclusive means small, poorly fitted or top-dose-only effect, or effect the other way, or a change in a side signal; inactive means no such curve, though single readings can be large or run the other way; the % refers to the polarisation;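 further: polarization taken with two DNA probes labelled with fluorescein and Texas red; potency means the concentration at half of the fitted maximal effect; % of control where 0% means no effect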
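His-tagged ERG Ets domain (1 uM in the protein solution; 300mM KCl, 50mM Tris-HCl, 1mM EDTA, 1mM DTT, pH 7.5) received compound, then a probe mix of 5 nM fluorescein-DNA and 100nM Texas-615-DNA. Fluorescence polarization was read for both dyes.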
D2 agonist – agonists of human D2 dopamine receptor | HEK293 T-REx D2 cells, calcium flux agonist mode | P14416 | activation, % at 2 µM | 340,000 compounds, 0.53% hits;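 active means activation over 3 SD above normal in the single-dose calcium agonist read, cut at about 30% in these data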; further: 0% is about no effect
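In this primary screen, compounds producing a positive calcium signal within 180 s of addition to tetracycline-induced, force-coupled HEK293 Trex D2 cells are flagged; cells are dye-loaded with a no-wash calcium kit beforehand.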
Active calls of the source: *; ? = inconclusive; nt = not tested or not shown; [ ] = dose if it differs, or a comment. Unless noted, the call rests on the fitted dose curve; in most records, active means well fitted curve in the direction sought with a large enough effect; inconclusive means small, poorly fitted or top-dose-only effect, or another doubt; inactive means no such curve, though single readings can be large; an effect the other way counts as inactive or inconclusive. Only part of the results is shown; count on the stated rates, not on these rows.

| no. | mol | Vif-A3G inh | LDHA inh | Glioma ERSR ind | ALOX12 inh | Vif-A3F inh | D2 antag | RGS4 inhibitor | ERG-DNA inh | D2 agonist |
| --- | --- | --- | --- | --- | --- | --- | --- | --- | --- | --- |
| 1 | C=C(C)C(=O)Oc1ccc(N2C(=O)CCC2=O)cc1 | 0% | -1 | 3% | 15% | ? | -1 | -8% | -1% | -1.0 |
| 2 | CCN(CC(=O)Nc1ccc(S(=O)(=O)N2CCCC2)cc1)CC(=O)Nc1cccc(OC)c1 | -8% | -38* | -7% | -52% | -2% | -2 | 5% | 1% | 1.4 |
| 3 | Cc1cc(C)nc(NC(=O)c2c(Cl)cccc2Cl)n1 | 1% | -3 | 0% | -1% | 3% | 17 | -12% | 2% | 1.5 |
| 4 | COc1cc(/C=N/N2CCN(C3c4ccccc4-c4ccccc43)CC2)ccc1O | ? | -3 | -4% | 11% | -15% | 6 | 8% | -11% | 0.2 |
| 5 | Clc1ccc(CN2CCC(c3nc4ccc(Cl)cc4[nH]3)CC2)cc1 | -9% | -1 | 0% | ? | -10% | 82* | -21% | nt | 0.1 |
| 6 | O=C(O)COc1ccccc1-c1ccccc1 | -2% | -2 | -4% | 10% | 1% | -2 | 2% | -1% | 0.1 |
| 7 | O=C(/C=C/c1ccco1)Nc1cccc(NC(=O)/C=C/c2ccco2)n1 | -7% | -7 | 6% | -30% | -7% | -2 | -20% | 5% | 1.1 |
| 8 | Cc1ccc(F)c(CNC(=O)C2CCC(=O)N(CCCN3CCCC3=O)C2)c1F (configuration not stated) | 5% | -2 | 3% | 7% | 1% | 7 | -12%[56.9 µM] | 8% | -0.1 |
| 9 | COc1ccc(-c2c(C)nn3c(N4CCC(C(=O)N5CCCCC5)CC4)cc(C)nc23)cc1OC | -1% | -1 | -2% | -12% | 0% | -7 | -3% | -1% | -2.2 |
| 10 | O=C(COC(=O)CSc1ccc([N+](=O)[O-])cc1)NCCCc1ccccc1 | 1% | 2 | -3% | ? | -3% | -22 | ? | 13% | -2.3 |
| 11 | CCOc1ccc(CNS(=O)(=O)c2ccc3c(c2)CCCN3C(C)=O)cc1OC | 3% | -3 | -2% | -21% | 0% | nt | 25% | 8% | 0.2 |
| 12 | O=C(NCCCO)c1cc2c([nH]c3ccccc32)c(-c2ccc(F)cc2)n1 | -9% | 2 | -4% | 10% | -15% | 16 | -11%[56.9 µM] | 13% | -0.2 |
| 13 | COc1ccc(OCCCCn2c(-c3ccc(Cl)cc3)nc3ccccc3c2=O)cc1 | 2% | -3 | -2% | 8% | 6% | nt | -1% | -2% | 2.3 |
| 14 | O=C(CSc1n[nH]c(=O)n1C1CC1)c1c[nH]c2ccccc12 | -17% | -3 | -1% | -9% | 2% | -5 | -12% | -15% | 1.2 |
| 15 | O=S(=O)(NC1CCCCC1)c1ccc(Cl)nc1 | -11% | -9 | -3% | 5% | -4% | 4 | 14% | 7% | 0.0 |
| 16 | CC(=O)c1coc2c1cc(O)c1ccccc12 | -10% | 29 | 12% | 14% | -9% | -7 | 0% | -8% | -2.1 |
| 17 | CCOC(=O)N1CCN(C(=O)c2ccc3c(c2)NC(=O)/C(=C\c2cccc(C)c2)S3)CC1 | 0% | -1 | -5% | -8% | -4% | -12 | 12% | 2% | -0.2 |
| 18 | COC(=O)c1ccccc1NC(=O)CSCC(=O)Nc1ccccc1 | -2% | 4 | -1% | 0% | 2% | 2 | -24% | 0% | -0.4 |
| 19 | COC(=O)/C(C#N)=C1/SC=C(C)N1c1ccccc1 | -3% | 0 | -3% | -19% | -2% | nt | -13% | -7% | nt |
| 20 | CS/C(=N\S(=O)(=O)c1ccccc1)c1ccccc1 | -4% | -7 | 1% | -15% | -9% | -13 | 13% | -3% | 0.4 |
| 21 | O=C1C[C@@H](c2ccccc2)Oc2cc(O)cc(O)c21 | -8% | 2 | 0% | ? | 1% | nt | 5% | 3% | nt |
| 22 | CCC(=O)N1CCc2cc(Br)cc(S(=O)(=O)CCC(=O)NCC3CCCO3)c21 (configuration not stated) | 2% | -2 | -1% | 0% | -8% | -14 | 12% | -2% | -0.1 |
| 23 | O=C(COc1ccc(Cl)cc1)NCCSc1ccccc1 | -6% | -2 | 4% | 0% | 6% | -2 | -8% | 2% | -0.1 |
| 24 | O=C(CN1C(=O)CCn2nc(-c3ccccc3)cc21)NCc1ccccc1 | -1% | -2 | -1% | -29% | 5% | nt | -1% | 0% | nt |
| 25 | CN(Cc1c(F)cccc1Cl)C(=O)c1ccc(NC(=O)CC2SC(N3CCCCC3)=NC2=O)cc1 (configuration not stated) | 1% | 0 | 2% | ? | 5% | nt | 3% | 6% | nt |
| 26 | COc1ccc(CNC(=O)c2cc3c(=O)n4cccc(C)c4nc3s2)cc1 | 1% | 4 | -2% | -7% | -6% | nt | -1% | -2% | -0.5 |
| 27 | COc1ccc(-n2cccc2/C=C2\C(=N)N3N=C(C(C)C)SC3=NC2=O)cc1 | -3% | -6 | -4% | -10% | 8% | 2 | -38% | 10% | -1.4 |
| 28 | COc1ccccc1CN1CC(C(=O)NCCN2CCNC2=O)CCC1=O (configuration not stated) | 0% | -9 | -6% | 5% | -10% | 1 | 18% | -8% | 0.1 |
| 29 | COCc1cc(C)nc(Nc2ccc(C)c(C)c2)c1C#N | -3% | 1 | -2% | 20% | 5% | nt | -3% | nt | nt |
| 30 | Oc1ccc(C=NNC(=S)Nc2ccccc2)nc1 | -27% | 3 | -5% | ? | -26% | nt | nt | nt | nt |

Rewritten field by field: part of the list above.
18	COC(=O)c1ccccc1NC(=O)CSCC(=O)Nc1ccccc1
  Vif-A3G inh = -2%; LDHA inh = 4; Glioma ERSR ind = -1%; ALOX12 inh = 0%; Vif-A3F inh = 2%; D2 antag = 2; RGS4 inhibitor = -24%; ERG-DNA inh = 0%; D2 agonist = -0.4

19	COC(=O)/C(C#N)=C1/SC=C(C)N1c1ccccc1
  Vif-A3G inh = -3%; LDHA inh = 0; Glioma ERSR ind = -3%; ALOX12 inh = -19%; Vif-A3F inh = -2%; D2 antag = nt; RGS4 inhibitor = -13%; ERG-DNA inh = -7%; D2 agonist = nt

20	CS/C(=N\S(=O)(=O)c1ccccc1)c1ccccc1
  Vif-A3G inh = -4%; LDHA inh = -7; Glioma ERSR ind = 1%; ALOX12 inh = -15%; Vif-A3F inh = -9%; D2 antag = -13; RGS4 inhibitor = 13%; ERG-DNA inh = -3%; D2 agonist = 0.4

Three compounds from above, limited to Vif-A3G inh and RGS4 inhibitor:
| no. | Compound | Vif-A3G inh | RGS4 inhibitor |
| --- | --- | --- | --- |
| 4 | COc1cc(/C=N/N2CCN(C3c4ccccc4-c4ccccc43)CC2)ccc1O | ? | 8% |
| 14 | O=C(CSc1n[nH]c(=O)n1C1CC1)c1c[nH]c2ccccc12 | -17% | -12% |
| 15 | O=S(=O)(NC1CCCCC1)c1ccc(Cl)nc1 | -11% | 14% |

Remaining list, next part.
Values in the order – Vif-A3G inh	LDHA inh	Glioma ERSR ind	ALOX12 inh	Vif-A3F inh	D2 antag	RGS4 inhibitor	ERG-DNA inh	D2 agonist
31. COc1cc(C(=O)Nc2cccc(OCc3cc(=O)n4c(C)csc4n3)c2)cc(OC)c1OC
  0%	-4	1%	-19%	1%	nt	14%	-7%	-0.3
32. COc1ccc(/C(C)=N/NC(=O)c2ccccc2N)cc1
  2%	-12	2%	402%[activator]	12%	20	24%	-3%	3.3
33. O=C(CCSc1ccccc1)NC1CCCC1
  0%	-7	6%	-1%	-21%	-7	18%	5%	2.8
34. Cc1cc(NC(=O)CSc2nnc(C3COc4ccccc4O3)n2N)no1 (configuration not stated)
  -2%	4	0%	2%	-6%	15	1%[11.4 µM]	-1%	-0.3
35. CC1(C(=O)Nc2ccc3c(c2)OCCO3)CCN1C(=O)c1ccccc1CCc1ccccc1 (configuration not stated)
  0%	-4	-2%	-1%	nt	nt	nt	nt	nt
36. CC(C)Oc1ccc(S(=O)(=O)N2CCCCC2)cc1NC(=O)C1=COCCO1
  0%	-3	-1%	-17%	-5%	20	11%	-3%	-0.4
37. CCOc1cc(/C=C(/C#N)c2nc3ccccc3[nH]2)ccc1OCc1ccc(C(=O)O)o1
  1%	1	1%	-14%	-5%	9	?	1%	-0.9
38. CSCCC(NC(=O)c1ccccc1Cl)C(=O)NCC(c1cccs1)N(C)C (configuration not stated)
  -3%	-1	-1%	3%	-11%	-1	30%	7%	-0.1
39. Cc1ccc(S(=O)(=O)N=Nc2c(O)[nH]c3ccccc23)cc1C
  -1%	-36*	-5%	?	1%	3	16%	-3%	0.7
40. COC(=O)Nc1sccc1C(=O)Nc1sccc1C(=O)OC
  -6%	-2	0%	-7%	?	10	-1%	6%	-0.7
41. Cc1ccccc1-c1noc(CNC(=O)c2ccco2)n1
  -5%	-4	0%	2%	-6%	5	16%	-7%	-0.5
42. COc1ccc(/C=C/c2nnc(NC(=O)CC(C)C)s2)cc1
  -4%	-4	-2%	-4%	7%	0	-26%	-8%	0.4

Assay outcomes from PubChem.
